# EphA4 KYL inhibition = inhibitors of EphA4 binding to KYL peptide, primary screen, biochemical, colorimetric, mouse EphA4 (AID 689). EphA4-AP binding to KYL peptide, pNPP A405; higher % means a stronger effect. inhibition, % at 10 µM; hits with a dose series show IC50 in µM. actives 0.1% (n = 62,000); in the data active = a potency from the dose series; inactive = the rest, 99 in 100 with inhibition below about 22%
# Numbers without * were called inactive; & = joins results of further samples. Only part of the results is shown (hit frequency here may not be typical).
SMILES,EphA4 KYL inhibition
O=C(Nc1ccc2c(c1)OCO2)C1CCCN1C(=O)OCc1ccccc1 (stereo unspecified),1.8%
O=C(CSc1nnc(-c2ccco2)n1-c1ccccc1)CSc1nnc(-c2ccco2)n1-c1ccccc1,3.7%
O=C(CN1C(=O)c2ccccc2C1=O)N1CCOCC1,9.4%
Cc1c(NC(=O)COC(=O)C2CC3C=CC2C3)c(=O)n(-c2ccccc2)n1C (stereo unspecified),3.1%
CCOC(=O)c1cnn(-c2nc(-c3ccccc3F)cs2)c1C(F)(F)F,-5.1%
O=C(NC1CCCCC1)C(Cc1ccccc1)N1C(=O)C2C3CCC(C3)C2C1=O (stereo unspecified),-6.6%
O=c1oc(-c2ccco2)nc2ccc(Br)cc12,1.8%
COC(=O)c1[nH]c2cc(OC)ccc2c1NC(=O)CCN1CCCC(C)(C)C1,-9.8%
CC(NC(=O)c1ccccc1)C12CC3CC(CC(C3)C1)C2 (stereo unspecified),3.1%
N#C/C(=C(/O)c1ccco1)c1nc2ccccc2s1,-9.2%
COc1ccc(C(=O)N2CC3(CC(c4cccc([N+](=O)[O-])c4)=NO3)C[C@H]2C(=O)NCC(N)=O)cc1 (stereo partly specified),2.1%
CCCSc1nnc(C(C)C)n1N,5.4%
COc1ccc(CCNC(=O)c2nnn(-c3cc(C)cc(C)c3)c2N)cc1OC,-7.3%
Cn1ccnc1-c1ccc(-c2nccn2C)cc1,0.4%
O=C(CC1SC(=O)NC1=O)Nc1ccccc1 (stereo unspecified),3.9%
CCOC(=O)COc1c(OC)cc(Cl)cc1C1Nc2ccccc2C(=O)N1c1ccc(F)cc1 (stereo unspecified),0.1%
CCn1c(Cc2ccccc2)nnc1SCC(=O)Nc1ccccc1,-22.1%
O=C(ON1C(=O)c2ccccc2C1=O)c1ccccc1[N+](=O)[O-],-2.6%
Fc1ccc(-c2nnc(Cc3nnc(-c4ccc(F)cc4)o3)o2)cc1,-4.9%
Cc1ccc2c(c1)NCCO2,-7.2%

# In the list so far, these contain a halogen:
SMILES,EphA4 KYL inhibition
CCOC(=O)c1cnn(-c2nc(-c3ccccc3F)cs2)c1C(F)(F)F,-5.1%
O=c1oc(-c2ccco2)nc2ccc(Br)cc12,1.8%
CCOC(=O)COc1c(OC)cc(Cl)cc1C1Nc2ccccc2C(=O)N1c1ccc(F)cc1 (stereo unspecified),0.1%
Fc1ccc(-c2nnc(Cc3nnc(-c4ccc(F)cc4)o3)o2)cc1,-4.9%

# Carrying on:
SMILES,EphA4 KYL inhibition
Cc1cc(C)n(C(=O)CCCCCCCCC(=O)n2nc(C)cc2C)n1,-2.8%
COc1cc(C2C3=C(CCCC3=O)Nc3[nH]n(-c4ccccc4)c(=O)c32)ccc1O (stereo unspecified),1.1%
Cc1cc(C)c(S(C)(=O)=O)c(S(=O)(=O)c2ccc(Cl)cc2)n1,-8.1%
O=C(CSc1nnc(-c2ccccc2)n1-c1ccccc1)c1cccs1,-10.5%
Cc1cc(Cl)ccc1OCC(=O)Nc1ccc(Br)c(NC(=O)c2ccccc2)c1,0.1%
c1ccc(CCc2nc(-c3ccc(-n4cccc4)cc3)no2)cc1,-3.8%
O=C(COC(=O)CSCC(=O)N1CCCCC1)Nc1ccc(Cl)cc1,-10.1%
CC(C)COn1c(=S)[nH]c2ccccc2c1=O,-2.2%
O=C(Cn1ncc2c(=O)oc3ccccc3c21)NCCC1=CCCCC1,11.2%
COCCNC(=O)c1c(N)n(CCCn2ccnc2)c2nc3ccccc3nc12,1.2%

# In the list so far, these contain a furan ring, fused or not.
SMILES,EphA4 KYL inhibition
O=C(CSc1nnc(-c2ccco2)n1-c1ccccc1)CSc1nnc(-c2ccco2)n1-c1ccccc1,3.7%
O=c1oc(-c2ccco2)nc2ccc(Br)cc12,1.8%
N#C/C(=C(/O)c1ccco1)c1nc2ccccc2s1,-9.2%

# Remaining list, next part.
SMILES,EphA4 KYL inhibition
CCOc1cc(-c2noc(CCCC(N)=O)n2)cc(Br)c1OC,0.2%
O=C(NNC(=O)c1cccc2ccccc12)c1ccco1,-14.6%
Cc1cnc(NC(=O)CCCc2nc3ccccc3s2)s1,-3.9%
COCC(C)n1c(C)cc(C(=O)COC(=O)c2ccc3ncsc3c2)c1C (stereo unspecified),-11.3%
Cc1cccc(C(=O)N2N=C(c3ccc(F)cc3)CC2(O)C(F)(F)F)c1 (stereo unspecified),2.0%
Cc1cc2cc3c(cc2nc1SCC(=O)N1CCN(C(=O)c2ccco2)CC1)OCO3,6.6%
CC1CCCCN1C(=O)CSc1nnc(-c2ccco2)n1CC1CCCO1 (stereo unspecified),-2.6%
CC(O)CNC(=O)c1ccc(-c2nn(C)c(=O)c3ccccc23)cc1 (stereo unspecified),-22.4%
O=C(CN1CCN(c2ccccc2)CC1)N1N=CCC1c1ccccc1 (stereo unspecified),-23.1%
CC1(C)CC(NC(=O)CCc2ccccc2)CC(C)(C)N1,-30.6%&-3.6%
COc1ccccc1-c1coc2c(CN3CCC(C)CC3)c(O)ccc2c1=O,-2.0%
O=c1oc2cc(OCc3nn[nH]n3)ccc2c2c1CCCC2,-0.1%
CCn1cc(/C=C/C(=O)NCc2c(C)nn(C)c2C)cn1,-5.1%
O=c1[nH]c(=O)n(Cc2ccccc2)c2c1CCC2,7.9%
CCOC(=O)C(Sc1ncn[nH]1)c1ccccc1 (stereo unspecified),-5.8%
O=C(O)CCC(=O)NNC(=O)CCC(=O)NCc1ccccc1,-1.9%
O=C(COc1cccc2ccccc12)NCc1ccco1,4.2%
CC1CCCN(C(=O)Nc2cccc(NC(=O)N3CCCC(C)C3C)c2)C1C (stereo unspecified),-2.5%
O=C(CSc1nnc([C@@H]2CCCN2)o1)c1ccc(Cl)cc1,-20.7%
COc1ccccc1N(C(=O)c1snc(C(N)=O)c1N)C(C(=O)NCCC(C)C)c1ccco1 (stereo unspecified),-14.3%

# Taken from above:
# Entry of O=c1[nH]c(=O)n(Cc2ccccc2)c2c1CCC2 in EphA4 KYL inhibition: 7.9%
# Entry of CCOC(=O)COc1c(OC)cc(Cl)cc1C1Nc2ccccc2C(=O)N1c1ccc(F)cc1 (stereo unspecified) in EphA4 KYL inhibition: 0.1%
# Entry of O=C(CSc1nnc([C@@H]2CCCN2)o1)c1ccc(Cl)cc1 in EphA4 KYL inhibition: -20.7%
# Entry of Cc1c(NC(=O)COC(=O)C2CC3C=CC2C3)c(=O)n(-c2ccccc2)n1C (stereo unspecified) in EphA4 KYL inhibition: 3.1%
# Entry of CCOc1cc(-c2noc(CCCC(N)=O)n2)cc(Br)c1OC in EphA4 KYL inhibition: 0.2%
# Entry of O=C(ON1C(=O)c2ccccc2C1=O)c1ccccc1[N+](=O)[O-] in EphA4 KYL inhibition: -2.6%

# Reformatted: entries from further up.
Structure	EphA4 KYL inhibition
O=C(O)CCC(=O)NNC(=O)CCC(=O)NCc1ccccc1	-1.9%
O=C(COc1cccc2ccccc12)NCc1ccco1	4.2%
CC1CCCN(C(=O)Nc2cccc(NC(=O)N3CCCC(C)C3C)c2)C1C (stereo unspecified)	-2.5%
O=C(CSc1nnc([C@@H]2CCCN2)o1)c1ccc(Cl)cc1	-20.7%
COc1ccccc1N(C(=O)c1snc(C(N)=O)c1N)C(C(=O)NCCC(C)C)c1ccco1 (stereo unspecified)	-14.3%

# Later entries
SMILES,EphA4 KYL inhibition
CCCCC(=O)Nc1sc2c(c1C(=O)OCC)CCC(C=O)=C2Cl,-6.4%
O=C(O)c1cccc(NS(=O)(=O)/C=C/c2ccccc2)c1,-9.4%
CCOC(=O)Cc1csc(NC(=O)c2ccc(Cl)nc2)n1,-8.1%
CCNC(=S)N1CCN(CCN=CC2=C(O)CC(c3cccs3)CC2=O)CC1 (stereo unspecified),-5.3%
CC(=O)Nc1ccc(C2=N/C(=C/c3ccc(-c4ccc(C)c(Cl)c4)o3)C(=O)O2)cc1,7.8%
O=C(Cn1c(=O)sc2ccccc21)NCc1ccco1,-4.6%
COc1ccc(N2C(N)=NC(N)=NC23CCCC3)cc1,0.4%
O=C(c1ccccc1)c1ccc(C(=O)N(CCCCN2C(=O)c3ccccc3C2=O)c2ccc(F)cc2F)cc1,-2.2%
COC(=O)C(C)Sc1nnc(Cc2cc(=O)[nH]c(=O)[nH]2)n1-c1cc(C)ccc1C (stereo unspecified),3.0%
N/C(=N\OC(=O)Cc1ccc(-c2ccccc2)cc1)c1cccc([N+](=O)[O-])c1,-9.9%
CCC(C(=O)Nc1ccccc1-c1ccccc1)c1ccccc1 (stereo unspecified),-9.9%
CSc1ccc(/C=N/n2c(C)cc(C)cc2=O)cc1,-8.7%
COC(=O)CSc1cc(C)nc2ccc(OC)cc12,-11.6%
COCCOC(=O)c1c(C)oc2ccc(OC(=O)c3cccs3)cc12,7.5%&-6.6%
C=C(C)C(=O)N1CC2(CC(c3cccc(NC(=O)c4ccccc4)c3)=NO2)C[C@@H]1C(N)=O (stereo partly specified),-1.0%
CC(C)(C)c1ccc(S(=O)(=O)Nc2cccnc2)cc1,-2.0%
CC1(C)CC(=O)C(CC2=C(O)CC(C)(C)CC2=O)C(=O)C1,-7.9%
CC1=NN(c2ccccc2)C(=O)/C1=C/c1cc2cc(C)ccc2nc1N1CCCCC1,5.3%
CN1C(=O)/C(=C2\SC(=S)N(C3CCS(=O)(=O)C3)C2=O)c2ccccc21 (stereo unspecified),2.6%
CCOC(=O)N1CCC(n2c(SCC(=O)N3CCC(C)CC3)nc3ccccc3c2=O)CC1,-1.7%
O=C(Cn1cc(C(=O)c2ccco2)c2ccccc21)NCc1ccco1,-13.4%
Cn1c(=O)c2c(nc(NCc3ccccc3)n2C)n(C)c1=O,-9.5%
CCc1c(C)nc(N)nc1N1CCCC1,0.6%
CC1CCN(C(=O)C2CCN(S(=O)(=O)c3cccc4nonc34)CC2)CC1,-2.4%
COC(=O)[C@@H](NC(=O)NCc1ccc(F)cc1)C(C)C,-2.9%
Cc1cccc(-c2nc(CS(=O)CC(=O)N3CCN(C)CC3)c(C)o2)c1 (stereo unspecified),-4.3%
Cc1ccc(C2OC(=O)c3ccccc32)cc1 (stereo unspecified),-2.9%
COC(=O)c1cccc(N2C(=O)c3cccnc3C2=O)c1,2.3%
CCN1/C(=C/C(C)=O)Sc2ccccc21,-0.8%
O=C(c1cccs1)N(Cc1cccc(Cl)c1)C1CCS(=O)(=O)C1 (stereo unspecified),-5.9%
O=C1C2CC=C(Cl)CC2C(=O)N1CC1Cc2ccccc2CO1 (stereo unspecified),-1.4%
N#C/C(=N\Nc1ccccc1Cl)C(=O)c1ccccc1,1.3%
COc1ccc(S(=O)(=O)N2CCC(C(=O)N3CCc4ccccc4C3)CC2)cc1OC,-10.7%
CS(=O)(=O)N(CC(=O)NCc1ccccc1)Cc1ccc(Cl)cc1,-2.9%
O=C(COC(=O)c1ccc(S(=O)(=O)N2CCOCC2)cc1)NC1CCCC1,-22.9%
O=S(=O)(Nc1ccccn1)c1ccc(Cl)cc1,-12.7%
CCn1cc(C(=O)NCC2CCCO2)c(=O)c2cc(S(=O)(=O)N3CCCCCC3)ccc21 (stereo unspecified),9.0%
Cc1n[nH]c(=O)nc1NCCc1ccccc1,-4.6%
CC1CCC(C(C)C)C(OC(=O)CSc2nc(N)cc(=O)[nH]2)C1 (stereo unspecified),-19.7%
COC(=O)[C@H](CC(C)C)NC(=O)Nc1ccc2c(c1)OCCO2,-10.1%
CC(C)(CO)NC(=O)COc1ccc(Cl)cc1Cl,-18.1%
CC(C)OP(=O)(OC(C)C)C(O)c1ccc2c(c1)OCO2 (stereo unspecified),-8.5%
O=C(Nc1c(C(=O)N2CCCCC2)cnn1-c1ccccc1)c1ccccc1,-5.3%
CCOC(=O)c1cccc(NC(=O)CNC(=O)C2CCCCC2)c1,-2.8%
CC1(C)CC(=O)C(C=NCc2ccccn2)=C(O)C1,-4.3%
CC(C)c1ccc(/C=C/C(=O)NC2=NCCS2)cc1,-9.2%
Cc1cc([N+](=O)[O-])c2[nH]c(C(=O)N/N=C/c3ccccc3C(=O)O)c(-c3ccccc3)c2c1,-0.5%
Cc1cccc(CCNS(=O)(=O)c2ccc3c(c2)n(C)c(=O)c(=O)n3C)c1,-10.5%
COc1ccc(N2CCN(C(=O)COc3ccc(Cl)cc3Cl)CC2)cc1,-12.1%
COc1cc(C(=O)N2CCN(C(=O)COc3ccc4ccccc4c3)CC2)cc(OC)c1OC,2.6%

# (more compounds)
SMILES,EphA4 KYL inhibition
CCCC(NS(=O)(=O)c1ccc(C)cc1)C(=O)O (stereo unspecified),7.8%
CCOC(=O)c1ccc(S(=O)(=O)Nc2ccccc2-c2nnn(CC)n2)cc1,6.3%
CCCS(=O)(=O)N1CCC(C(=O)NCc2ccco2)CC1,-8.5%
Cc1cccc(-c2nnc3n2N=C(c2ccccc2Br)CS3)c1,7.4%
O=C(c1cc2c(s1)CCCC2)N1CCN(Cc2ccc3c(c2)OCO3)CC1,-7.1%
COc1cccc(NC(=O)COC(=O)c2cc(S(=O)(=O)N3CCOCC3)ccc2C)c1,-15.4%
CC(C)(C)Sc1nc(O)cc(=O)[nH]1,-10.9%
C=CCNC(=O)C1CC(=O)N(c2ccc(C)cc2)C1 (stereo unspecified),-9.1%
CCCn1c(-c2cc(OC)c(OC)c(OC)c2)nc2nc3ccccc3nc21,-18.7%
COc1ccc(NC(=S)NN2CCN(C)CC2)cc1,-15.6%
CCN(CC)c1ccc(CN(C(=O)c2ccco2)C2CCS(=O)(=O)C2)cc1 (stereo unspecified),-14.3%
O=C(Nc1ccc2c(c1)CCC2)C1CCCN(c2ncccn2)C1 (stereo unspecified),-9.9%
COc1ccccc1C(=O)OCc1c(F)cccc1Cl,2.5%
CCOc1ccc(-c2nc(Cc3c(F)cccc3Cl)no2)cc1,-1.7%
O=C(NC(Nc1cc(C(F)(F)F)ccc1Cl)C(=O)c1ccccc1)c1ccccc1 (stereo unspecified),-9.6%
CCCNS(=O)(=O)c1ccc(OCC(=O)OC)cc1,-3.4%
COc1cc(/C=N/n2c(SC)nnc(C(C)(C)C)c2=O)ccc1O,-7.1%
Cc1ccc(CNC(=O)CCc2c(C)nc3ncnn3c2C)cc1,-5.5%
CNc1ccccc1C(C)(C)c1cc(-c2ccco2)n[nH]1,-12.6%
COCCn1c(=NC(=O)CSCC(=O)NC2CCCCC2)sc2cc(OC)ccc21,-12.9%
Cc1ccc(CCNC(=O)CN(C)S(=O)(=O)c2ccc3c(c2)c(=O)n(C)c(=O)n3C)cc1,-17.7%
CNC(C)c1cc(OC)ccc1OC (stereo unspecified),-23.1%

# Assay outcomes: PubChem, Sanford-Burnham Center for Chemical Genomics
